# Yp Topo-I inh: Yersinia pestis topoisomerase I inhibitors, primary screen, biochemical, cleavage product accumulation, plate reader, single point. Y. pestis Topo-I cleavage product accumulation. activity, % at 10 µM. 360,000 tested, 0.064% active. AID 504884, 2011; in the data active = activity above about 50%, passing the limit was not always enough; note: inactives centre near 2
# PrPC surface inh: inhibitors of human cell surface prion protein PrPC, primary screen, cell-based, TR-FRET | Major prion protein (Homo sapiens), P04156 | TR-FRET read-out | inhibition, % at 13.8 µM | 370,000 tested, 0.43% active | AID 720596, 2013; in the data active = inhibition above about 24%; note: 0% = median of the test wells and 100% = reference compound wells
# SARS 3CLpro inh: SARS-CoV 3CLpro protease inhibitors, primary screen, biochemical, quenched FRET; recombinant SARS-CoV 3CLpro, quenched FRET peptide cleavage; inhibition, % at 6 µM; 290,000 tested, 0.14% active; in the data active = inhibition above about 12%
# TcdB GH inh: TcdB glycohydrolase inhibitors, primary screen, biochemical, single point, plate reader; Toxin B (Clostridioides difficile), P18177; TcdB glycohydrolase enzymatic assay; inhibition, % at 9.99 µM; 350,000 tested, 0.24% active; AID 652162, 2013; in the data active = inhibition above about 10%
# MazEF act: activators of E. coli MazEF toxin-antitoxin RNase, primary screen, biochemical, fluorescence, uHTS; FAM/BHQ RNA-DNA oligo cleavage fluorescence, 5 h; activation, % at 20 µM; 350,000 tested, 0.32% active; in the data active = activation above about 50%
# Target sequence (P0AE70 whole entry, looked up): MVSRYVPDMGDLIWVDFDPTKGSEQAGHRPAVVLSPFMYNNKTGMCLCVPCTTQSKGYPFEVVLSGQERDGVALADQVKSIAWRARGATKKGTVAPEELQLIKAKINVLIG
# DUSP3 inh: VHR1 phosphatase inhibitors, primary screen, biochemical, absorbance, uHTS. recombinant VHR phosphatase, pNPP absorbance. AID 1654, 2009. inhibition, % at 13.3 µM. 290,000 tested, 0.52% active; in the data active = inhibition above about 50%; note: some compounds called inactive have numbers as strong as hits
# Target sequence (P51452 whole entry, looked up): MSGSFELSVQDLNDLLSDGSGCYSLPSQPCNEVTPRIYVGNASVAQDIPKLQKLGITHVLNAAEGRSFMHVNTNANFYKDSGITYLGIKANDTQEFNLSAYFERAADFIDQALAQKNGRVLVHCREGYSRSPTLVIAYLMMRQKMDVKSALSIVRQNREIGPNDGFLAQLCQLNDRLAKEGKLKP
# SSB-PriA inh: inhibitors of Klebsiella pneumoniae PriA binding to SSB C-terminal tail, primary screen, biochemical, AlphaScreen; inhibition, % at 33 µM; PriA–SSB C-terminal tail interaction (Klebsiella pneumoniae); 430,000 tested, 0.6% active; AID 1272365, 2023; AlphaScreen SSBct-PriA binding, biotinylated peptide; in the data active = inhibition mostly above about 37%, no sharp cut-off; inactive = mostly below about 20%;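 note: plate controls were negative control peptide for no effect and reference peptide for full effect; strong numbers were not always called active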
# BH1578 lux ind: inducers of Vibrio cholerae quorum light production without autoinducers, primary screen, BH1578 luxS cqsA deficient, single point | activation, % at 18.7 µM | V. cholerae BH1578 lux reporter, luminescence, 6 h | 350,000 tested, 0.16% active; in the data active = activation mostly above about 9.7%, no sharp cut-off; note: not every result past the cut was called active; inactives centre near 0; reference of the scale not given here
# Rv3671c inh: Rv3671c serine protease inhibitors, primary screen, biochemical, fluorescence polarization, M. tuberculosis H37Rv. P9WHR9. inhibition, % at 5.96 µM. 320,000 tested, 0.048% active; in the data active = inhibition above about 38%;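 note: extracellular domain of Rv3671c used as enzyme; 0% = enzyme with DMSO and 100% = no enzyme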
# Target sequence (P9WHR9 whole entry, looked up, the tested form may be a part): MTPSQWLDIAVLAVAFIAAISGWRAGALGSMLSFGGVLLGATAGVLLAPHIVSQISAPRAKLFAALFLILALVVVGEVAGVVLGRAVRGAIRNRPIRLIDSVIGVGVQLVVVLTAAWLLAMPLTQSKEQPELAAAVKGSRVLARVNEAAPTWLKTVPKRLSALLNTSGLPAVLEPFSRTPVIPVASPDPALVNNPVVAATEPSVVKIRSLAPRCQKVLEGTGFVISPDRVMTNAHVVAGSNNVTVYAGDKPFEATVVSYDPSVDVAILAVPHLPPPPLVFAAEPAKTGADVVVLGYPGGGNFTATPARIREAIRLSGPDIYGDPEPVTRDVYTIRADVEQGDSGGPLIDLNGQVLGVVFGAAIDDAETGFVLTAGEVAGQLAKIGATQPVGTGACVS
# CCHFV vOTU inh: CCHFV vOTU protease inhibitors, primary screen, biochemical, Pep-AMC substrate, fluorescence; 370,000 tested, 0.55% active; inhibition, % at 11.5 µM; Crimean-Congo hemorrhagic fever virus L polyprotein viral ovarian tumor (vOTU) protease …; in the data active = inhibition above about 30%; note: 0% = vehicle wells with enzyme and 100% = no enzyme wells
# Numbers without * were called inactive; i = inactive; . = not tested or not shown; & = joins results of further samples. This is a subset (hit frequency here may not be typical).
# The opening 15 records, to show the layout:
SMILES,Yp Topo-I inh,PrPC surface inh,SARS 3CLpro inh,TcdB GH inh,MazEF act,DUSP3 inh,SSB-PriA inh,BH1578 lux ind,Rv3671c inh,CCHFV vOTU inh
O=C(c1ccccc1)N1CCN(Cc2ccc3c(c2)OCO3)CC1,-5,10,-3,-1.2,7,2,-8,i,1,1
COc1ccc(CCN2C(=O)c3ccncc3C2=O)cc1OC,4,2,6,.,8,-8,-6,3.6,-3,4
CC(NC(=O)C1CCN(S(=O)(=O)c2ccccc2)CC1)c1ccccc1 (configuration not stated),-9,-5,0,2.6,4,-2,-9,i,4,1
O=C(CNC(=O)c1ccc(Cl)c([N+](=O)[O-])c1)OC1CCCCC1=O (configuration not stated),3,-11,.,-0.8,-2,.,-2,i,0,-8
COc1ccc(Nc2ccc(C(=O)O)cc2[N+](=O)[O-])cc1,1,-35,10,-1.4,0,26,-13,-2.3,7,-4
COc1ccc(C(=O)N(C)C2CCCN(Cc3ccccc3F)C2)cc1OC (configuration not stated),11,-2,-5,0.8,4,6,8,0.8,7,-9
CN1OC[C@@H]2CN(S(=O)(=O)c3ccccc3)[C@H](c3cccc(Br)c3)C[C@@H]21,9,-8,.,1.6,-1,.,-11,-0.5,.,0
O=C(O)CS(=O)(=O)c1ccc(C(F)(F)F)cn1,13,-3,5,1.3,-6,-2,-14,i,-2,22
COC(=O)c1cc(C(=O)c2cc(Cl)ccc2O)coc1=N,-10,-11,-5,1.3,-5,-3,-6,i,-2,5
CC1(C)Cc2c(C#N)c(NCCc3ccccc3)nc(-c3ccco3)c2CO1,1,2,0,.,-6,-2,8,i,81*,0
Cc1cc(C)c(C#N)c(SCc2ccc(C#N)cc2)n1,-7,-1,2,.,-7,18,-7,0.0,-3,6
CC(C)c1ccc(NC(=O)C(c2ccc3c(c2)OCO3)N2CCN(C(=O)c3ccco3)CC2)cc1 (configuration not stated),2,8,2,0.9,-7,11,22,-0.2,0,12
COc1ccc(N2Nc3n[nH]c(N)c3N2)cc1,-16,-11,2,.,-4,13,15,i,14,11
NCCCC[C@H]1NC(=O)[C@H](CCC(=O)O)NC(=O)c2cc([N+](=O)[O-])cc(I)c2OCC[C@@H](C(N)=O)NC1=O,.,.,-2,.,-2,0,-2,.,-6,.
O=c1cc(-c2ccncc2)oc2c1ccc1ccccc12,-1,-5,-6,-0.1,1,27,-6,-0.7,-13,0

# This part in full, from the first entry:
SMILES,Yp Topo-I inh,PrPC surface inh,SARS 3CLpro inh,TcdB GH inh,MazEF act,DUSP3 inh,SSB-PriA inh,BH1578 lux ind,Rv3671c inh,CCHFV vOTU inh
O=C(c1ccccc1)N1CCN(Cc2ccc3c(c2)OCO3)CC1,-5,10,-3,-1.2,7,2,-8,i,1,1
COc1ccc(CCN2C(=O)c3ccncc3C2=O)cc1OC,4,2,6,.,8,-8,-6,3.6,-3,4
CC(NC(=O)C1CCN(S(=O)(=O)c2ccccc2)CC1)c1ccccc1 (configuration not stated),-9,-5,0,2.6,4,-2,-9,i,4,1
O=C(CNC(=O)c1ccc(Cl)c([N+](=O)[O-])c1)OC1CCCCC1=O (configuration not stated),3,-11,.,-0.8,-2,.,-2,i,0,-8
COc1ccc(Nc2ccc(C(=O)O)cc2[N+](=O)[O-])cc1,1,-35,10,-1.4,0,26,-13,-2.3,7,-4
COc1ccc(C(=O)N(C)C2CCCN(Cc3ccccc3F)C2)cc1OC (configuration not stated),11,-2,-5,0.8,4,6,8,0.8,7,-9
CN1OC[C@@H]2CN(S(=O)(=O)c3ccccc3)[C@H](c3cccc(Br)c3)C[C@@H]21,9,-8,.,1.6,-1,.,-11,-0.5,.,0
O=C(O)CS(=O)(=O)c1ccc(C(F)(F)F)cn1,13,-3,5,1.3,-6,-2,-14,i,-2,22
COC(=O)c1cc(C(=O)c2cc(Cl)ccc2O)coc1=N,-10,-11,-5,1.3,-5,-3,-6,i,-2,5
CC1(C)Cc2c(C#N)c(NCCc3ccccc3)nc(-c3ccco3)c2CO1,1,2,0,.,-6,-2,8,i,81*,0
Cc1cc(C)c(C#N)c(SCc2ccc(C#N)cc2)n1,-7,-1,2,.,-7,18,-7,0.0,-3,6
CC(C)c1ccc(NC(=O)C(c2ccc3c(c2)OCO3)N2CCN(C(=O)c3ccco3)CC2)cc1 (configuration not stated),2,8,2,0.9,-7,11,22,-0.2,0,12
COc1ccc(N2Nc3n[nH]c(N)c3N2)cc1,-16,-11,2,.,-4,13,15,i,14,11
NCCCC[C@H]1NC(=O)[C@H](CCC(=O)O)NC(=O)c2cc([N+](=O)[O-])cc(I)c2OCC[C@@H](C(N)=O)NC1=O,.,.,-2,.,-2,0,-2,.,-6,.
O=c1cc(-c2ccncc2)oc2c1ccc1ccccc12,-1,-5,-6,-0.1,1,27,-6,-0.7,-13,0
CCOC(=O)O[C@]1(C(=O)COC(=O)CC)CC[C@H]2[C@@H]3CCC4=CC(=O)C=C[C@]4(C)[C@H]3[C@@H](O)C[C@@]21C,28,-2,.,1.3,10,.,2,-0.8,-13,7
CC1=C(C(=O)Nc2ccccc2F)C(c2cccs2)C2=C(CCCC2=O)N1 (configuration not stated),3,0,9,0.2,-2,5,-7,.,-2,-1
CCOc1ccc(-c2c(C#N)c(N)nc3c2c(=O)n(C)c(=O)n3C)cc1OC,-1,5,-1,.,9,22,-5,.,6,0
Cc1cc2cc(C=O)c(Cl)nc2cc1C,7,-6,-1,.,3,14,4,i,0,4
O=C(COc1ccc(Br)cc1)N/N=C1/SCC(=O)N1Cc1ccccc1,24,1,-1,.,7,-6,.,-0.3,0,6
CCOC(=O)N1CCC(Nc2c(NCCN3CCN(c4ccccc4F)CC3)c(=O)c2=O)CC1,2&8,9&-5,-1,1.4&1.4,8&4,12,-11&-7,-0.1,-3,-25&-1
Cc1ccc(O)c(NC(=O)CSc2ccc(Cl)cc2)c1,6,-1,0,-1.6,9,2,4,-0.6,-1,9
CN(C(=O)CSc1nnnn1-c1ccc(O)cc1)C1CCS(=O)(=O)C1 (configuration not stated),4,1,1,0.5,5,14,-11,-0.4,1,7
Nc1ncccc1OCc1ccc(Cl)c(Cl)c1,3,13,0,-0.1,3,28,4,0.0,2,-8
NC(=S)NNC(=O)c1cc(C(F)(F)F)cc(C(F)(F)F)c1,5,-2,-2,1.7,11,14,0,-0.5,5,-2
CC(=O)CCc1c[nH]c2c(C(=O)O)cccc12,-4,-1,0,.,1,3,1,-1.1,3,11
O=C(CN1C(=O)c2ccccc2S1(=O)=O)c1ccc(F)cc1,-8,-5,5,1.1,-2,1,-9,-0.6,0,5
COCCCNC(=O)c1ccc2c(c1)ncn2-c1ccc(C)cc1C,8,5,-3,-0.3,4,17,-7,i,-5,-9
CS(=O)(=O)c1ccc(Cl)c(C(=O)Nc2ccc3nc(N4CCOCC4)sc3c2)c1,0,-6,.,-0.5,1,.,0,i,-12,-8
CCN(CC)C(=O)C1CCCN(Cc2sccc2C)C1 (configuration not stated),8,-3,-2,0.4,-9,27,2,i,11,-11
COc1cc(=O)[nH]c(SC(C)C(=O)Nc2nc3c(s2)CCCC3)n1 (configuration not stated),7,3,-3,1.1,2,22,2,i,0,-15
Nc1ccccc1NC1CCCCC1,-1,0,-1,0.6,11,10,73,-0.3,.,1
Cc1ccc(-n2c(-c3cccs3)nc3ccccc3c2=O)cc1,17,-21,6,.,4,22,-1,-0.3,-1,6
CCOc1ccccc1-c1nc(CN2CCC(C(=O)N3CCOCC3)CC2)c(C)o1,-6,-5,0,0.3,-1,18,-7,0.4,4,14
CC(=O)Nc1ccc(NC(=O)C(C)OC(=O)C2CCN(S(=O)(=O)c3cccs3)CC2)cc1 (configuration not stated),1,7,3,0.5,6,2,-17,0.1,2,-2
O=C1CCc2cc(S(=O)(=O)N3CCC(C(=O)NC4CCCCCCC4)CC3)ccc2N1,1,-2,-6,0.2,18,32,-1,-0.5,-1,-2
CC(=O)c1ccc(C(=O)N2CCCC(N3CCN(c4ccc(F)cc4)CC3)C2)s1 (configuration not stated),18,-7,9,-0.5,-2,26,4,i,2,17
Cc1[nH]c(=O)nc(NN=Cc2ccc(Cl)cc2)c1C(=O)Nc1ccc(Cl)cc1,5,6,.,-0.7,-7,.,-17,-1.9,.,8
Nc1cc(C(=O)N2CCN(c3cccc(Cl)c3)CC2)ccc1N1CC2CC(C1)c1cccc(=O)n1C2 (configuration not stated),34,4,.,1.4,2,.,.,i,.,6
CCNC(=O)C1(C)CCCN(C(=O)c2ccc3sccc3c2)C1 (configuration not stated),6,-3,.,0.5,.,.,.,0.2,.,8
CCc1cccc(C)c1NC(=O)COn1nnc2ccc(C(F)(F)F)cc21,-8,-6,3,.,-1,-2,-14,-0.3,5,4
CCc1ccc(NC(=O)CCc2c(C)nn(-c3ccc(N4CCCCC4)nn3)c2C)cc1,22,2,-2,1.3,4,-6,0,-0.3,-3,0
CCOC(=O)CCC(=O)Nc1ccc(S(=O)(=O)N2CCCC2)cc1,2,5,0,-0.1,0,3,-11,i,0,-7
COc1ccccc1NC(=O)NCCCN1CCN(c2cccc(Cl)c2)CC1,-1,-15,-8,-0.9,11,21,7,0.3,-2,-2
COc1cc(/C=C2\C(=O)N(c3ccc(NC(C)=O)cc3)N=C2c2ccccc2)ccc1O,-3,13,1,-1.2,-16,8,-3,i,-71,14
CC(C)c1ccc(CN2CCC2(C)C(=O)Nc2ccc3c(c2)OCO3)cc1 (configuration not stated),9,7,.,-8.0,.,.,.,-0.2,.,17
COc1ccc(CN(C)C(=O)C(Cc2ccccc2)NC(=O)c2ccccc2)cc1F (configuration not stated),23,9,.,-1.5,2,.,-10,-1.4,.,-4
CCOc1ccc(N(CC(=O)N2CCOCC2)S(=O)(=O)c2ccc(SC)cc2)cc1,29,2,1,2.0,6,8,-1,0.6,-6,4
CCOCCc1nnc(NC(=O)C2CC(=O)N(c3ccc(OCC)cc3)C2)s1 (configuration not stated),6,-4,0,0.2,9,14,-12,-0.2,2,8
Cn1c(N)c(C(=O)COC(=O)c2ccc3c(c2)C(=O)N(c2ccc(Cl)cc2)C3=O)c(=O)n(C)c1=O,-4,-2,1,-1.8,-23,13,-8,i,-3,-13
CC(CNc1nc2ccc(Cl)cc2n2cnnc12)c1ccccc1 (configuration not stated),-3,-3,5,-0.4,7,-7,-3,-0.2,-17,-11
Cc1nn(CCCC(=O)NCCc2ccccc2)c(=O)c2nn(-c3ccccc3)c(C)c12,8,6,-2,-0.1,7,2,-6,-0.2,7,4
COc1ccc(S(=O)(=O)N(C)CC(=O)NCc2cccnc2)cc1C,-1,4,-3,.,9,-10,1,i,-6,4

# Assay outcomes deposited in PubChem by several laboratories.
